# BoNT F protease – BoNT F light chain protease inhibition. Multiplex microsphere protease cleavage assay, flow cytometry. inhibition, % at 10 µM. hit rate 0.22% among 360,000; in the data active = inhibition above about 35%, passing the limit was not always enough; inconclusive = no clear call, values can overlap the other calls; also: plate controls were buffer without enzyme for full effect and enzyme alone for no effect
# TcdB inh – TcdB glycohydrolase inhibition. TcdB glycohydrolase enzymatic assay, plate reader. inhibition, % at 9.99 µM. hit rate 0.24% among 350,000. AID 652162; in the data active = inhibition above about 10%
# PfHsp40 rescue – restores yeast growth despite PfHsp40 toxicity | S. cerevisiae expressing PfHsp40, growth rescue, ATP luminescence | growth rescue, % at 12.5 µM | hit rate 0.68% among 340,000; in the data active = growth rescue above about 28%, passing the limit was not always enough; inconclusive = no clear call, values can overlap the other calls;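 also: yeast W303a lacking pdr1 and pdr3 grown in galactose medium; growth measured after three days at 30 °C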
# Anthrax LF prot – blocks Bacillus anthracis lethal factor protease; multiplex microsphere protease cleavage assay, LF; inhibition, % at 10 µM; hit rate 0.12% among 360,000; also: plate controls were buffer without enzyme for full effect and enzyme alone for no effect
# BoNT-A LC inh2 – blocks Botulinum neurotoxin A light chain protease; multiplex microsphere protease substrate cleavage, flow cytometry; hit rate 0.17% among 360,000; inhibition, % at 10 µM; also: plate controls were buffer without enzyme for full effect and enzyme alone for no effect
# PrPC TRFRET – cell surface PrPC inhibition, primary TR-FRET screen; AID 720596; TR-FRET read-out; P04156; hit rate 0.43% among 370,000; inhibition, % at 13.8 µM; in the data active = inhibition above about 24%; also: 0% = median of the test wells and 100% = reference compound wells
# FadD28 FP inh – M. tuberculosis FadD28 bisubstrate binding inhibition | FadD28 bisubstrate probe binding, fluorescence polarization | inhibition, % at 12.5 µM | hit rate 0.22% among 360,000; in the data active = inhibition above about 8.5%, passing the limit was not always enough; inconclusive = no clear call, values can overlap the other calls
# CCHF vOTU inh – blocks the CCHF virus ovarian tumor domain protease; inhibition, % at 11.5 µM; hit rate 0.55% among 370,000; AID 651958; CCHFV vOTU protease, Pep-AMC fluorescence; in the data active = inhibition above about 30%; also: 0% = vehicle wells with enzyme and 100% = no enzyme wells
# Yp Topo-I inh – inhibitors of Yersinia pestis topoisomerase I; Y. pestis Topo-I cleavage product accumulation, plate reader; AID 504884; hit rate 0.064% among 360,000; activity, % at 10 µM; in the data active = activity above about 50%, passing the limit was not always enough; inconclusive = no clear call, values can overlap the other calls; also: inactives centre near 2
# * marks the source's active call; other numbers are inactive results; u = inconclusive; x = not tested or not shown. Rule as the data show it, unless noted: active = inhibition above about 30%; inconclusive = no clear call, values can overlap the other calls; inactive = below that.
SMILES,BoNT F protease,TcdB inh,PfHsp40 rescue,Anthrax LF prot,BoNT-A LC inh2,PrPC TRFRET,FadD28 FP inh,CCHF vOTU inh,Yp Topo-I inh
COc1cc(/C=N/NC(=O)C(=O)NCc2ccco2)cc(Cl)c1O,2,0.1,0.1,-2,-0.3,12,-1.8,15,4
Cc1cccc2cc(CNC3CCCC3)c(Cl)nc12,-9,-1.8,0.3,-13,0.3,-4,-2.6,6,1
Cc1nccn1-c1ccc(C=O)cc1,-4,1.1,-1.1,-3,-0.5,8,-4.2,-18,11
Nc1cc(N)nc(SCC(=O)N2CCN(S(=O)(=O)c3ccccc3)CC2)n1,-5,1.0,1.0,-6,-0.3,1,-3.6,-14,3
CN(CC(=O)Nc1cccc(F)c1)C(=O)CCCc1nc2ccccc2c(=O)[nH]1,-7,0.7,0.6,3,-0.4,-5,-3.3,6,1
CCc1ccccc1NC(=O)CN1CCC(NC(=O)COC)CC1,-1,x,0.6,-8,u,-1,-2.9,10,2
CCc1ccccc1NC(=S)N(CCc1ccncc1)C(C)C,-1,0.4,0.6,1,-0.2,4,-0.9,-5,-10
CC(=O)c1ccc(N2CCN(C(=O)Nc3ccc(C(C)C)cc3)CC2)cc1,2,2.2,11,-3,-0.2,11,-3.4,0,7
COc1ccc(NCC(=O)Nc2ccccc2C#N)cc1Cl,5,x,0.0,-8,2.3,2,-0.9,-1,10
O=C(NCC(c1cccs1)N1CCOCC1)c1cn(-c2ccccc2)nc1-c1ccccc1 (stereo not given),x,0.6,2.9,x,x,-4,-0.3,5,32
COc1ccc(C(c2nnnn2CS(=O)(=O)c2ccc(C)cc2)N2CCN(c3ncccn3)CC2)cc1 (stereo not given),1,x,-1.2,-5,-0.1,2,-2.8,-14,5
CCOC(=O)Cn1c(=O)oc2cc(S(=O)(=O)Nc3cccc(C)c3)ccc21,8,-4.2,1.1,-5,0.0,7,1.3,6,1
NC(=O)CCN(C1CCCCC1)S(=O)(=O)c1cccc2nsnc12,2,1.6,0.7,12,-0.9,-19,0.6,3,1
CC(=O)c1ccc(N(C)C)cc1,-3,x,1.3,2,-0.3,2,-1.1,-1,-5
CCC1(C)Cc2ccccc2-c2nc[nH]c(=O)c21 (stereo not given),-11,0.5,-0.4,1,-1.6,4,-3.7,-2,4
Brc1ccc2nc(C3CCCCC3)c(CC3CCCCC3)n2c1,-1,0.7,x,3,0.3,0,-4.8,-4,x
Cc1cc(C)c(S(=O)(=O)Nc2ccc3[nH]c(=O)[nH]c3c2)c(C)c1,-2,0.2,-0.1,-2,-0.8,9,0.5,-18,-7
Cc1ccsc1C=Nc1ccc(O)cc1,-2,x,-1.7,-3,0.5,x,6.4,x,3
N#CC1=C(S)N(c2ccccc2)C(c2ccc(-c3ccccc3Cl)o2)NC1=O (stereo not given),-2,x,11,-1,0.7,9,-1.9,21,-1
CCN(CC(=O)Nc1ccc(NC(C)=O)cc1)C(=O)C1CCCC1,5,0.7,-0.4,2,0.4,2,-2.9,-13,5
CCOC(=O)CNC(=O)Cn1cnc2c(nnn2-c2ccc(OC)cc2)c1=O,8,-4.6,-0.6,-1,0.3,12,1.8,17,0
CCN(CC)S(=O)(=O)c1cccc(C(=O)N2CC(O)CC2C(=O)O)c1 (stereo not given),-11,x,-0.2,-6,0.1,1,0.8,-1,-3
O=C1C(=O)N(CCCn2ccnc2)C(c2ccc([N+](=O)[O-])cc2)/C1=C(\O)c1ccc2c(c1)OCCO2 (stereo not given),3,0.7,0.0,-2,1.9,-6,-0.7,9,3
O=C(N/N=C/c1ccc2c(c1)OCO2)C(=O)Nc1ccccc1,3,0.2,-0.4,-1,-0.2,5,0.0,2,-4
Cc1sc(NC(=O)C2CCCO2)c(C(N)=O)c1C (stereo not given),6,x,-0.9,4,-0.9,2,-0.6,10,3
Cc1ccc(CCP(=O)(O)CN2CCOCC2)cn1,-3,x,-1.8,-2,-0.2,0,-2.8,-8,10
O=C(CSc1nnc(C2CC2)n1C1CC1)c1ccc(F)cc1,2,0.6,-0.4,0,0.5,1,-0.8,-8,5
O=C(c1ccco1)N1CCN(S(=O)(=O)Cc2ccc(Cl)cc2)CC1,-5,x,-0.8,0,-1.1,1,-1.7,-12,4
COc1ccc(C2NCCc3c2[nH]c2ccccc32)cc1CSc1nc2ccccc2s1 (stereo not given),-24,0.7,11,-4,1.4,-14,-14,17,-7
COc1ccc2ccccc2c1C1NC(=O)NC(C)=C1[N+](=O)[O-] (stereo not given),12,0.4,-1.0,-4,-0.1,-5,x,7,2

# Next section; it opens with the 2 that closed the last part.
SMILES,BoNT F protease,TcdB inh,PfHsp40 rescue,Anthrax LF prot,BoNT-A LC inh2,PrPC TRFRET,FadD28 FP inh,CCHF vOTU inh,Yp Topo-I inh
COc1ccc(C2NCCc3c2[nH]c2ccccc32)cc1CSc1nc2ccccc2s1 (stereo not given),-24,0.7,11,-4,1.4,-14,-14,17,-7
COc1ccc2ccccc2c1C1NC(=O)NC(C)=C1[N+](=O)[O-] (stereo not given),12,0.4,-1.0,-4,-0.1,-5,x,7,2
CCOc1c(Cl)cc(CNCc2ccccn2)cc1OC,-7,-0.4,-0.6,-4,-1.4,0,-2.1,-3,-3
CSCc1ccc(C(=O)NCc2ccc(C)cc2)cc1,4,x,1.3,-2,-0.3,9,-3.9,-4,10
COCc1cc(S(=O)c2ccc(Cl)cc2)nc(C)n1 (stereo not given),1,-1.0,0.5,2,-0.1,3,0.7,-8,-1
CCCC1CC(C)(c2csc(Nc3ccc(OCC)cc3)n2)OC1=O (stereo not given),0,0.0,50*,-6,-0.7,9,-1.5,17,-7
CCC(=O)c1cn(CC(=O)Nc2c(C)cccc2C)c2ccccc12,27,2.0,1.1,-8,1.7,-5,-2.6,-1,3
Cc1sc(NC(=O)CS(=O)(=O)c2ccccc2)c(C#N)c1C,-8,1.5,0.0,8,-0.7,-3,-3.1,2,6
CN(C)/C=C\C(=C/C(=O)C(F)(F)F)Nc1ccccc1Oc1ccccc1,-3,-1.5,4.8,0,-1.5,-6,-0.7,-3,11
Cc1cc(/C(N)=N/OC(=O)Nc2cccc(C(F)(F)F)c2)no1,-2,-0.8,-1.4,-1,0.2,-3,-5.5,-3,-2
CC(=O)Nc1ccc(S(=O)(=O)N(Cc2ccccc2)C(C)C)cc1,0,x,1.5,-1,0.0,16,-6.2,19,-7
OC1CCCN(Cc2ccccc2)C1 (stereo not given),1,0.6,-1.2,-5,-0.1,-5,-0.8,1,3
COc1cc(/C=N/NC(=O)C23CC4CC(CC(C4)C2)C3)cc(Br)c1O,0,-37,-0.2,3,0.5,3,2.4,-12,0
O=[N+]([O-])c1ccc(NN=C2CC3CCC2C3)c([N+](=O)[O-])c1 (stereo not given),1,0.9,x,-5,0.2,-4,-0.5,-10,x
Cn1c(SCC(=O)Nc2ccccc2F)nnc1-c1cccnc1,-11,1.0,-1.2,0,-1.1,-5,-1.7,5,2
CCOc1ccc(OCC)c(NC(=O)CN2CCN(c3cccc(C)c3C)CC2)c1,5,1.9,-0.5,-3,-0.6,-2,-2.3,-11,-2
COc1ccc(C(=O)N/N=C(\C)CC(=O)N2CCN(C=O)CC2)cc1,-6,x,0.6,0,-1.0,4,0.3,-3,-12

# An excerpt of these results, with values under each structure:
# Values run as follows: BoNT F protease | TcdB inh | PfHsp40 rescue | Anthrax LF prot | BoNT-A LC inh2 | PrPC TRFRET | FadD28 FP inh | CCHF vOTU inh | Yp Topo-I inh
- O=C(CSc1nnc(C2CC2)n1C1CC1)c1ccc(F)cc1
    2 | 0.6 | -0.4 | 0 | 0.5 | 1 | -0.8 | -8 | 5
- O=C(c1ccco1)N1CCN(S(=O)(=O)Cc2ccc(Cl)cc2)CC1
    -5 | x | -0.8 | 0 | -1.1 | 1 | -1.7 | -12 | 4
- COc1ccc(C2NCCc3c2[nH]c2ccccc32)cc1CSc1nc2ccccc2s1 (stereo not given)
    -24 | 0.7 | 11 | -4 | 1.4 | -14 | -14 | 17 | -7
- COc1ccc2ccccc2c1C1NC(=O)NC(C)=C1[N+](=O)[O-] (stereo not given)
    12 | 0.4 | -1.0 | -4 | -0.1 | -5 | x | 7 | 2
- CCOc1c(Cl)cc(CNCc2ccccn2)cc1OC
    -7 | -0.4 | -0.6 | -4 | -1.4 | 0 | -2.1 | -3 | -3
- CSCc1ccc(C(=O)NCc2ccc(C)cc2)cc1
    4 | x | 1.3 | -2 | -0.3 | 9 | -3.9 | -4 | 10
- COCc1cc(S(=O)c2ccc(Cl)cc2)nc(C)n1 (stereo not given)
    1 | -1.0 | 0.5 | 2 | -0.1 | 3 | 0.7 | -8 | -1
- CCCC1CC(C)(c2csc(Nc3ccc(OCC)cc3)n2)OC1=O (stereo not given)
    0 | 0.0 | 50* | -6 | -0.7 | 9 | -1.5 | 17 | -7
- CCC(=O)c1cn(CC(=O)Nc2c(C)cccc2C)c2ccccc12
    27 | 2.0 | 1.1 | -8 | 1.7 | -5 | -2.6 | -1 | 3
- Cc1sc(NC(=O)CS(=O)(=O)c2ccccc2)c(C#N)c1C
    -8 | 1.5 | 0.0 | 8 | -0.7 | -3 | -3.1 | 2 | 6
- CN(C)/C=C\C(=C/C(=O)C(F)(F)F)Nc1ccccc1Oc1ccccc1
    -3 | -1.5 | 4.8 | 0 | -1.5 | -6 | -0.7 | -3 | 11
- Cc1cc(/C(N)=N/OC(=O)Nc2cccc(C(F)(F)F)c2)no1
    -2 | -0.8 | -1.4 | -1 | 0.2 | -3 | -5.5 | -3 | -2
- CC(=O)Nc1ccc(S(=O)(=O)N(Cc2ccccc2)C(C)C)cc1
    0 | x | 1.5 | -1 | 0.0 | 16 | -6.2 | 19 | -7
- OC1CCCN(Cc2ccccc2)C1 (stereo not given)
    1 | 0.6 | -1.2 | -5 | -0.1 | -5 | -0.8 | 1 | 3
- COc1cc(/C=N/NC(=O)C23CC4CC(CC(C4)C2)C3)cc(Br)c1O
    0 | -37 | -0.2 | 3 | 0.5 | 3 | 2.4 | -12 | 0
- O=[N+]([O-])c1ccc(NN=C2CC3CCC2C3)c([N+](=O)[O-])c1 (stereo not given)
    1 | 0.9 | x | -5 | 0.2 | -4 | -0.5 | -10 | x

# Continuation:
SMILES,BoNT F protease,TcdB inh,PfHsp40 rescue,Anthrax LF prot,BoNT-A LC inh2,PrPC TRFRET,FadD28 FP inh,CCHF vOTU inh,Yp Topo-I inh
Cc1cc(OCC(=O)Nc2ccc(S(=O)(=O)N3CCN(C)CC3)cc2)cc(C)c1Cl,-2,0.4,-1.0,2,-0.3,-4,0.7,7,5
Cc1ccc(S(=O)(=O)NNC(=O)C(=O)NNc2ccccn2)cc1,-5,x,-0.3,-2,-0.8,1,-1.3,0,-1
c1ccc(-n2cnc3cc(NCc4ccco4)ccc32)cc1,-5,-8.4,-0.1,-3,-0.8,7,-2.4,5,2
O=C(Cc1ccc(Cl)cc1)Nc1ccc(S(=O)(=O)Nc2cnc3ccccc3n2)cc1,-5,-0.8,1.9,-4,-0.1,-4,-5.7,10,-2
CC1Oc2ccccc2C=C1/C=N/Nc1ccc(C(=O)O)cc1 (stereo not given),-4,0.5,342*,-1,0.9,20,u,19,-1
CCOC(=O)C1=NNC(C(=O)c2ccc(Cl)cc2)C1c1ccc(OC)cc1 (stereo not given),-9,1.2,-0.9,0,1.2,2,-2.0,7,29
O=C(O)CSCC(=O)Nc1cc(C(F)(F)F)ccc1Cl,-1,x,-1.4,-2,0.1,4,-1.9,-11,4
CC1(C)CC2(CC(c3ccc(F)cc3)c3ccc(O)cc3O2)NC(=S)N1 (stereo not given),-4,2.0,-0.5,-3,0.1,-13,-7.8,7,-6
CC1(C)OC(=O)C2=C(C[C@@H](CCc3ccccc3)O[C@@H]2c2ccc(Cl)cc2)O1,-3,-0.5,x,-6,0.1,3,x,10,x
CCC(=O)N1CCc2cc(S(=O)(=O)Nc3ccc4c(c3)OCCO4)ccc21,9,x,-0.2,2,-0.5,8,-2.3,4,-2
O=C(CSc1nnc(NC(=O)c2ccc(F)cc2F)s1)NC1CC1,-4,1.0,0.7,-7,-5.3,-5,-1.4,8,-3
O=c1[nH]c(=O)n(-c2ccccc2)c(O)c1/C=C/C=Nc1ccccc1,4,x,0.3,0,0.2,1,-1.9,18,1

# High-throughput results: PubChem BioAssay, several laboratories
